High-throughput results (PubChem BioAssay)
M4 PAM = human M4 muscarinic receptor positive allosteric modulators, primary screen, CHO-K1 cells, Fluo-8 calcium fluorescence; Muscarinic acetylcholine receptor M4 (Homo sapiens), P08173; CHO-K1 hM4/Gqi5, ACh EC20; 0% = ACh EC20, 100% = maximal ACh; activation, % at 3 µM; actives 0.4% (n = 360,000); AID 624126, 2012;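 active means activation above its plate's cutoff, the mean activation of sample wells plus 3 SD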; further: some results filed as inactive read as strong as hits
Target sequence (P08173 whole entry, looked up): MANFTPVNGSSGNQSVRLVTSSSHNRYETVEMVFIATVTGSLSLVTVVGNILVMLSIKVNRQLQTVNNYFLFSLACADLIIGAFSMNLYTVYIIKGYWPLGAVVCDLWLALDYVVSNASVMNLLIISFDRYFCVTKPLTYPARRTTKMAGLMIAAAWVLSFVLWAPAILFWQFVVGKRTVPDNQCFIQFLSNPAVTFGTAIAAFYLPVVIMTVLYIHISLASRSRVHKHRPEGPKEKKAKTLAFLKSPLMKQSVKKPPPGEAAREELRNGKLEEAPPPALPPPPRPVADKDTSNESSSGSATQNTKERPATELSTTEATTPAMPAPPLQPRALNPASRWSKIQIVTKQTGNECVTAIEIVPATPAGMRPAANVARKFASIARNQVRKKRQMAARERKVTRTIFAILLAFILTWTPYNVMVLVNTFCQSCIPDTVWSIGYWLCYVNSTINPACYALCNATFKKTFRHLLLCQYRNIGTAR
M5 ag = human M5 muscarinic receptor agonists, primary screen, CHO-K1 cells, Fluo-8 calcium fluorescence; actives 0.19% (n = 360,000); Muscarinic acetylcholine receptor M5 (Homo sapiens), P08912; AID 624037, 2012; activation, % at 3 µM; CHO-K1 hM5 cells; 0% DMSO wells, 100% maximal acetylcholine response;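 active means activation above the run's mean over test compounds plus 3 SD, cut at about 23% in these data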;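 further: signal is peak over basal fluorescence ratio across the kinetic read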
Target sequence (P08912 whole entry, looked up): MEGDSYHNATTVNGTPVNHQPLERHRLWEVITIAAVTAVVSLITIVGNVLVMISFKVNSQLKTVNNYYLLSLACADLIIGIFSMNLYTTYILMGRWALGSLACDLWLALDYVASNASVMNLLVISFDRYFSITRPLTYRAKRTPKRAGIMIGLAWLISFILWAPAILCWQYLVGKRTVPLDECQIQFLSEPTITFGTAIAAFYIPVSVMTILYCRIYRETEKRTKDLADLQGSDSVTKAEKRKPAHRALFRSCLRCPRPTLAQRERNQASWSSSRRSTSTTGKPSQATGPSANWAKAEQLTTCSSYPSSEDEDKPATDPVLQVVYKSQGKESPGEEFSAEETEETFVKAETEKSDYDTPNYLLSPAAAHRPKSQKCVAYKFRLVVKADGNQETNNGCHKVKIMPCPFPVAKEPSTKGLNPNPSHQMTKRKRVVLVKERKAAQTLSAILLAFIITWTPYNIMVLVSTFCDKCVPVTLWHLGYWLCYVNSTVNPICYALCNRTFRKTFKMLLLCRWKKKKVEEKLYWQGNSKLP
CHRM4 antagonist = human M4 muscarinic receptor antagonists, primary screen, CHO cells, Fluo-8 calcium fluorescence | actives 0.73% (n = 360,000) | CHO-hM4 cells, ACh EC80 | Muscarinic acetylcholine receptor M4 (Homo sapiens), P08173 | inhibition, % at 3 µM | AID 624125, 2012;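 active means inhibition above its plate's cutoff, the mean inhibition of sample wells plus 3 SD, cut at about 27% in these data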;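 further: 0% = acetylcholine EC80 with DMSO and 100% = DMSO without agonist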
CHRM4 agonist = human M4 muscarinic receptor agonists, primary screen, CHO-K1 cells, Fluo-8 calcium fluorescence. actives 0.14% (n = 360,000). CHO-K1 hM4/Gqi5; vehicle 0%, full acetylcholine response 100%. activation, % at 3 µM. AID 624127, 2012;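 active means activation above the run mean over all test wells plus 3 SD, cut at about 32% in these data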;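 further: peak over basal fluorescence ratio per well then scaled between controls; 0% = DMSO wells and 100% = acetylcholine at EC100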
CHO-K1 Ca PAM = nonselective calcium activators in parental CHO-K1 cells, primary screen, counter-screen for M1 PAM project, cell-based, Fluo-8 calcium fluorescence, full deck, 1536-well; ATP EC20; 0% at ATP EC20, 100% at ATP max; activation, % at 3 µM; actives 0.02% (n = 360,000);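 active means activation above the run cutoff, the mean activation of all test compounds plus 3 SD, cut at about 40% in these data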;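 further: peak over basal fluorescence ratio in a 140 s read after ATP addition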
CHO-K1 Ca antag = M1 antagonist counterscreen hit in parental CHO-K1 cells | ATP-induced calcium, Fluo-8 fluorescence | inhibition, % at 3 µM | actives 0.6% (n = 360,000) | AID 602250;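 active means inhibition above a per-plate cutoff, the plate's mean sample inhibition plus 3 SD, cut at about 24% in these data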;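 further: 0% = DMSO plus EC80 ATP and 100% = DMSO alone without ATP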
CHO-K1 Ca ag = counter-screen for M1 agonists: effect in parental CHO-K1 cells; activation, % at 3 µM; actives 0.48% (n = 360,000); Fluo-8 calcium fluorescence; scaled to maximal ATP response, vehicle zero; in the data active means activation above about 15%;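 further: untransfected CHO-K1 host cells lacking M1 receptor as counterscreen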
CHRM5 antagonist = human M5 muscarinic receptor antagonists, primary screen, CHO cells, Fluo-8 calcium fluorescence; Muscarinic acetylcholine receptor M5 (Homo sapiens), P08912; CHO-hM5 cells, ACh EC80; inhibition, % at 3 µM; actives 0.59% (n = 360,000); AID 624040, 2012;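 active means inhibition above a per-plate cutoff, the mean of that plate's test compounds plus 3 SD, cut at about 27% in these data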;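 further: 0% = acetylcholine EC80 with DMSO and 100% = DMSO without agonist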
CHRM5 PAM = human M5 muscarinic receptor positive allosteric modulators, primary screen, CHO-K1 cells, Fluo-8 calcium fluorescence. Muscarinic acetylcholine receptor M5 (Homo sapiens), P08912. CHO-K1 hM5, ACh EC20 PAM; 0% = ACh EC20, 100% = ACh EC100. activation, % at 3 µM. actives 0.3% (n = 360,000). AID 624038, 2012;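 active means activation above the run cutoff, the mean activation of all test compounds plus 3 SD, cut at about 18% in these data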
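System: CHO-K1 cell line with stable human muscarinic M5 receptor expression | Also added: EC20 acetylcholine as agonist stimulus | Compound: One concentration, 3 µM final (nominal) | Timing: Fluo-8 loading 80 min at 37 °C plus 30 min room temperature | Measured by: Fluo-8 calcium dye fluorescence, kinetic read | Read-out basis: % activation, ACh-normalized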
* = called active by the depositor; & = joins results of further samples.

SMILES	M4 PAM	M5 ag	CHRM4 antagonist	CHRM4 agonist	CHO-K1 Ca PAM	CHO-K1 Ca antag	CHO-K1 Ca ag	CHRM5 antagonist	CHRM5 PAM
Cc1onc(-c2ccccc2)c1C(=O)NC(=S)NNC(=O)c1cccnc1	0	-2	9	-1	23	-10	0.2	2	-1
CC1(C)CC(NC(=O)c2cccc(S(=O)(=O)Nc3cccc(Cl)c3)c2)CC(C)(C)N1	13	-3	-10	0	10	-15	0.6	-3	4
CCN(CC(=O)Nc1c(F)cccc1F)C(=O)c1cccnc1Sc1ccccc1	8	-1	-4	2	12	5	1.3	4	6
CN(C)/C=C(/C(=O)c1ccc(Cl)cc1)S(C)(=O)=O	12	-3	-3	1	14	-4	-0.1	10	-6
CC(C(=O)Nc1ccc(S(=O)(=O)N2CCCC2)cc1)N1CCN(C(=O)c2ccco2)CC1 (stereo unspecified)	-7	-2	12	2	16	-2	1.6	-5	5
Cc1cc(C(=O)NCC(=O)OCC(=O)Nc2ccc(OC(F)F)cc2)ccc1[N+](=O)[O-]	6	2	5	6	-5	-2	2.9	9	-7
CCc1ccc(N2C(=O)CC(N(CC3CCCO3)C(=O)/C=C/C(=O)O)C2=O)cc1 (stereo unspecified)	4	0	8	1	21	-11	0.1	14	-3
Cc1nn(C(C)c2n[nH]c(=S)n2-c2cccc(Cl)c2)c(C)c1[N+](=O)[O-] (stereo unspecified)	0	0	-5	2	9	-5	0.5	-4	4
COc1ccc(CCN(Cc2ccc(C(C)C)cc2)S(=O)(=O)c2ccc(S(=O)(=O)N(C)C)cc2)cc1OC	-7	0	3	0	16	-5	0.5	-4	0
CC1(C(=O)NC2CCCCC2)CCC(=O)N1Cc1cccs1 (stereo unspecified)	-9	-1	1	2	8	-9	0.4	8	-8
CC1CC(C)CN(C(=O)COC(=O)Cc2c[nH]c3ccccc23)C1 (stereo unspecified)	3	4	-5	1	10	-4	1.3	9	0
COc1ccc(N2C(=O)C3CCCN3C2c2cccc(OC)c2OC)cc1 (stereo unspecified)	6	2	-9	1	16	-6	0.4	-1	-3
CCN1C(=O)c2ccccc2S(=O)c2ccc(C(=O)NCc3ccccn3)cc21 (stereo unspecified)	4	0	-1	0	0	-5	0.7	-1	4
Cc1cc(N2CCOCC2)nc2ccc(NC(=S)NCCC(C)C)cc12	-11	-5	5	4	-1	-10	2.2	8	-8
C#CCOCCOCCOCCNc1nc(N2CCOCC2)nc(N2CCN(C(=O)[C@H](CC(N)=O)n3cc([C@@H](N)C(C)C)nn3)CC2)n1	7	1	-11	1	15	-19	1.1	9	1
O=C(c1ccccc1)N1N=C(c2ccccc2O)CC1c1ccccc1 (stereo unspecified)	-2	-2	-7	2	-5	1	0.2	4	-8
O=c1cc(N2CCCC2)[nH]c(=O)n1-c1ccc(Cl)cc1	13	0	13	0	9	-2	-0.2	-7	11
COc1ccc(C2=CCCCCC2)c(OC)c1OC	5	4	-13	0	21	-16	0.3	17	-3
CCOc1ccc2oc(C(=O)NCc3nc4ccccc4[nH]3)c(C)c2c1	-4	0	1	6	-13	-17	2.9	8	-4
COC(=O)c1cccc(S(=O)(=O)N(Cc2ccco2)Cc2cc3cc(OC)c(OC)cc3[nH]c2=O)c1	0	2	0	6	-3	-1	2.5	1	8
COc1ccc(-n2nc3c(c2NC(=O)C2CC2)CS(=O)C3)cc1 (stereo unspecified)	14	-1	3	0	16	-9	0.3	1	1
COc1cc(C(=C(CC(=O)O)C(=O)O)c2ccc3c(c2)OCO3)cc(OC)c1OC	1	1	-5	0	1	8	0.5	-2	5
O=C(Nc1ccccc1-c1ccccc1NC(=O)c1ccco1)c1ccco1	-1	-6	16	1	-1	0	0.5	5	-8
Cc1c(CCOC(=O)C2C3CC4CC(C3)CC2C4)sc[n+]1CC(=O)c1ccc(Br)cc1 (stereo unspecified)	-18&-12	-7&-13	5&22	3&1	21&18	-12&-23	-0.5&0.4	3&7	-9&-11
Cc1cccc(C(=O)OC(C)CN2CCCC2)c1 (stereo unspecified)	-6	-13	2	0	5	-9	0.8	1	4

5 of the compounds above, as a markdown table:
| SMILES | M4 PAM | M5 ag | CHRM4 antagonist | CHRM4 agonist | CHO-K1 Ca PAM | CHO-K1 Ca antag | CHO-K1 Ca ag | CHRM5 antagonist | CHRM5 PAM |
| --- | --- | --- | --- | --- | --- | --- | --- | --- | --- |
| COc1ccc(-n2nc3c(c2NC(=O)C2CC2)CS(=O)C3)cc1 (stereo unspecified) | 14 | -1 | 3 | 0 | 16 | -9 | 0.3 | 1 | 1 |
| COc1cc(C(=C(CC(=O)O)C(=O)O)c2ccc3c(c2)OCO3)cc(OC)c1OC | 1 | 1 | -5 | 0 | 1 | 8 | 0.5 | -2 | 5 |
| O=C(Nc1ccccc1-c1ccccc1NC(=O)c1ccco1)c1ccco1 | -1 | -6 | 16 | 1 | -1 | 0 | 0.5 | 5 | -8 |
| Cc1c(CCOC(=O)C2C3CC4CC(C3)CC2C4)sc[n+]1CC(=O)c1ccc(Br)cc1 (stereo unspecified) | -18&-12 | -7&-13 | 5&22 | 3&1 | 21&18 | -12&-23 | -0.5&0.4 | 3&7 | -9&-11 |
| Cc1cccc(C(=O)OC(C)CN2CCCC2)c1 (stereo unspecified) | -6 | -13 | 2 | 0 | 5 | -9 | 0.8 | 1 | 4 |

Reformatted with each value named: 3 of the compounds above
COc1ccc(-n2nc3c(c2NC(=O)C2CC2)CS(=O)C3)cc1 (stereo unspecified)
- M4 PAM: 14
- M5 ag: -1
- CHRM4 antagonist: 3
- CHRM4 agonist: 0
- CHO-K1 Ca PAM: 16
- CHO-K1 Ca antag: -9
- CHO-K1 Ca ag: 0.3
- CHRM5 antagonist: 1
- CHRM5 PAM: 1

COC(=O)c1cccc(S(=O)(=O)N(Cc2ccco2)Cc2cc3cc(OC)c(OC)cc3[nH]c2=O)c1
- M4 PAM: 0
- M5 ag: 2
- CHRM4 antagonist: 0
- CHRM4 agonist: 6
- CHO-K1 Ca PAM: -3
- CHO-K1 Ca antag: -1
- CHO-K1 Ca ag: 2.5
- CHRM5 antagonist: 1
- CHRM5 PAM: 8

COc1ccc(N2C(=O)C3CCCN3C2c2cccc(OC)c2OC)cc1 (stereo unspecified)
- M4 PAM: 6
- M5 ag: 2
- CHRM4 antagonist: -9
- CHRM4 agonist: 1
- CHO-K1 Ca PAM: 16
- CHO-K1 Ca antag: -6
- CHO-K1 Ca ag: 0.4
- CHRM5 antagonist: -1
- CHRM5 PAM: -3

(list continues)
SMILES	M4 PAM	M5 ag	CHRM4 antagonist	CHRM4 agonist	CHO-K1 Ca PAM	CHO-K1 Ca antag	CHO-K1 Ca ag	CHRM5 antagonist	CHRM5 PAM
CCOc1ccc(CNc2ccc(CNc3ncn[nH]3)cc2)cc1	12	-6	-14	1	20	-10	1.3	6	8
CC(C)c1ccc(CC(=O)N2CCC2(C)C(=O)NS(=O)(=O)c2ccc(Cl)s2)cc1 (stereo unspecified)	0	1	-5	0	-1	-4	-0.2	5	-1
CCN(CC)S(=O)(=O)c1cccc(C(=O)Nc2ccccc2C(=O)N2CCOCC2)c1	-5	0	3	1	5	-7	0.1	-3	-3
COc1ccc(CC(=O)Nc2ccccc2C(C)=O)cc1S(=O)(=O)N1CCOCC1	2	2	-5	7	9	-6	0.6	3	4
CCc1cccc(-n2c(SCC(=O)c3c(N)n(C4CC4)c(=O)[nH]c3=O)nnc2N2CCOCC2)c1	10	-1	-19	1	16	-26	0.4	2	-3
O=C(Cc1ccc(Cl)cc1)N1CCOCC1	-2	-3	-5	0	2	1	0.2	0	7
COc1cccc(C2/C(=C(/O)c3ccccc3)C(=O)C(=O)N2Cc2ccco2)c1 (stereo unspecified)	5	-5	8	1	-10	4	-0.2	2	9
Cc1cc(Oc2ccc3ccccc3c2)nc(SCC(=O)c2ccccc2)n1	-1	-6	11	1	16	-3	0.9	10	-7
COc1cc(-c2nnn(Cc3ccccc3C)n2)cc(OC)c1OC	-1	0	-14	1	12	-25	3.1	-4	7
COc1ccc(C(=O)NC(C)CCc2ccccc2)c(O)c1 (stereo unspecified)	-4	2	1	7	-8	-3	4.5	9	-7
CNC(=O)CSc1nnc(CCc2ccccc2)n1-c1ccccc1	-6	3	-2	0	9	-10	-0.3	-6	0
O=C(CNc1cccc2ccccc12)N/N=C/c1ccc[nH]1	4	4	-11	2	12	-7	1.8	2	4
CC(=O)N1c2ccc(S(=O)(=O)N3CCC(C(=O)Nc4ccccn4)CC3)cc2CC1C (stereo unspecified)	2	0	-9	5	-15	-6	2.8	-10	3
CC1CCOC2(O1)C(=O)Nc1ccccc12 (stereo unspecified)	0	-2	2	1	17	-17	1.0	10	2
CCc1nc(N)c(C#N)c(-c2cccc3ccccc23)c1C	14	-8	0	0	17	3	1.5	1	6
CCOc1ccc(S(=O)(=O)n2cc(F)c(=O)[nH]c2=O)cc1[N+](=O)[O-]	5	1	-9	-1	-4	-13	0.3	-6	1
COc1ccc(OCCn2ccnc2C)cc1	-4	-7	5	1	-18	4	0.1	8	-3
CCn1ncc([C@@H]2C[C@H]3CN(Cc4ccccc4C)C(=O)[C@]34CCCN24)c1C	-9	-4	11	0	-4	-4	0.2	1	-7
CCSc1ncc(Cl)c(C(=O)Nc2ccccc2OC)n1	2	3	-9	0	12	3	0.0	-7	-5
CC1CCC(NC(=O)c2[nH]c(C(F)(F)F)nc2-c2ccccc2)CC1 (stereo unspecified)	0	5	2	7	4	-10	1.9	7	-9

Not a hit list (roughly 2.7% active in at least one column).
